Source: PubChem
Hep lipid drop: modulators of hepatic lipid droplet formation. AML12 mouse hepatocytes, oleate lipid droplets, BODIPY imaging. inhibition, % at 6.5 µM. hit rate 0.4% among 240,000. AID 1656;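 active means lipid droplet intensity inhibited by at least 50%, with more than 500 cells counted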
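Material – AML12 mouse liver cells · Also added – oleate loading, 100 µM · Compound dosing – 6.5 µM single-point dosing · Times – overnight treatment with compound plus oleate · Measured by – fluorescence imaging, 20x objective, two fields per well · Read-out – percent inhibition of filter-corrected integrated lipid droplet intensity per well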
T cell HTS: T cell immune modulation candidate; 2C CD8+ T cell-vesicle binding, flow cytometry; stronger effect = lower value; calls only at 7 µM; hit rate 0.068% among 330,000;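 active means response, share of CD8 T cells binding vesicles, and their 90th percentile fluorescence all below set limits, cut at about 80% in these data, passing the limit was not always enough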
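Material: murine 2C transgenic CD8+ T lymphocytes / Also added: QL9-peptide-loaded Drosophila micro-vesicles bearing Ld, ICAM-1 and B7-1 / Schedule: binding step 1.5 h, 37 °C, antibody labelling 20 min, ice / Signal: flow cytometry, PE anti-B7-1 (FL2) versus Alexa647 anti-CD8 (FL8), PFA-fixed / Evaluation: percent CD8+ FL2 mean versus row control / Benchmarks: naked versus QL9-loaded vesicles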
Hep lipid drop cells 6.5 µM: also measured in Hep lipid drop; calls as there; cell count; measured here: cell count, cytotoxicity flag;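 cells counted across two imaged fields per well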
T cell HTS vesicle-bound %: second read-out of T cell HTS, no call of its own (marks repeat the call); double positive events, %; measured here: CD8+ vesicle-bound cell fraction;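 binding gate set so that unloaded-vesicle control wells show 10% double positive cells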
The depositor's hits bear a star; i = inactive.

# | molecule | Hep lipid drop | Hep lipid drop cells 6.5 µM | T cell HTS | T cell HTS vesicle-bound %
1 | C=CCc1ccc(OC)c(OC)c1 | -2 | 777 | i | 36
2 | CC(c1ccccc1)c1nnc(NC(=O)Nc2ccccc2F)s1 (stereo unspecified) | 0 | 873 | i | 32
3 | OC1CCCN(CC(O)COc2ccc(-c3ccccc3)cc2)C1 (stereo unspecified) | -10 | 849 | i | 30
4 | O=C(CN1C(=O)NC2(CCCC2)C1=O)Nc1ccccc1C(F)(F)F | 6 | 814 | i | 32
5 | CCC1Oc2ccccc2N(CC(=O)NCCN2CCCC2)C1=O (stereo unspecified) | 13 | 671 | i | 26
6 | CCOc1ccc(S(=O)(=O)N(CC(=O)NN=C2CCN(C)CC2)c2ccc(C)cc2)cc1 | -6 | 668 | i | 43
7 | CCOc1ccc(CN(C)C(=O)CNC(=O)C2CCCCC2)cc1OC | 23 | 732 | i | 19
8 | O=C(NC1CCSc2ccccc21)c1ccc([N+](=O)[O-])cc1 (stereo unspecified) | 0 | 805 | i | 18
9 | COc1ccc(S(=O)(=O)NCc2ccco2)cc1C(=O)N1CCCCC1 | -2 | 780 | i | 27
10 | CC(=O)c1cccc(NS(=O)(=O)c2ccc(C(=O)Nc3ccccc3)cc2)c1 | -12 | 650 | i | 13
11 | COc1ccc(C2Nc3ccccc3C(=O)N2NS(=O)(=O)c2ccccc2)c(OC)c1 (stereo unspecified) | -4 | 807 | i | 25
12 | CCC(=O)c1ccccc1OCCCN1CCC(Cc2ccccc2)CC1 | -3 | 849 | i | 54
13 | NC(=O)c1nsc(C(=O)N(Cc2ccco2)C(C(=O)NCc2ccccc2)c2ccc(O)cc2)c1N (stereo unspecified) | -6 | 630 | i | 45
14 | COCCNC(=S)N(CCO)Cc1cc2cc3c(cc2[nH]c1=O)OCO3 | 0 | 830 | i | 22
15 | Cc1ccccc1NS(=O)(=O)c1cc2c(cc1C)NC(=O)CO2 | -5 | 727 | i | 32
16 | O=C(c1ccccc1)N1N=C(c2ccccc2)CC1c1cccs1 (stereo unspecified) | 10 | 813 | i | 47
17 | Cn1ccnc1SCC(=O)Nc1cc(F)ccc1F | 1 | 883 | i | 16
18 | Cc1cccc(NC(=S)NC(=O)c2ccco2)c1C | -19 | 664 | i | 19
19 | CCC(C)N(C(=O)Cn1c(Cl)nc2c1c(=O)n(C)c(=O)n2C)C1CCS(=O)(=O)C1 (stereo unspecified) | -27 | 797 | i | 40
20 | Cn1ccc(C(=O)N/N=C/c2c[nH]c3ccccc23)n1 | -4 | 838 | i | 9
21 | O=C(COC(=O)c1ccco1)c1ccc(Cl)cc1 | -13 | 708 | i | 27
22 | COc1cc2c(cc1OC)C(c1ccc(OC)c(OC)c1OC)CC(=O)N2 (stereo unspecified) | -2 | 791 | i | 56
23 | O=C(Nc1cc([N+](=O)[O-])ccc1O)c1cccc([N+](=O)[O-])c1 | 0 | 798 | i | 55
24 | CCc1ccc(Nc2nc(N3CCOCC3)nc(N3CCOCC3)n2)cc1 | -10 | 666 | i | 42
25 | CN(C)Cc1c(C(=O)N/N=C/c2cccs2)nnn1-c1nonc1N | -3 | 732 | i | 20
26 | COC(=O)C1CN(C(=O)COc2ccc(C)c(C)c2)c2ccccc2O1 (stereo unspecified) | -5 | 847 | i | 49
27 | COc1ccccc1C(=O)Nc1ccnn1C1CCN(C(=O)c2ccoc2)CC1 | -6 | 638 | i | 22
28 | Cc1ccc(-c2ccc(C(=O)NCCCNC(=O)c3cnccn3)o2)cc1Cl | -7 | 812 | i | 34
29 | Cc1occc1C(=O)N1CCCC(N2CCN(c3cccc(Cl)c3)CC2)C1 (stereo unspecified) | -9 | 812 | i | 69
30 | COc1ccccc1N1CCN(C(=O)c2cc(-c3ccc(F)cc3)on2)CC1 | 0 | 795 | i | 27
31 | Cc1ccc2nc(-c3ccncc3)cc(C(=O)N3CCOCC3)c2c1 | -24 | 615 | i | 38
32 | Cc1ccc(C2=Nn3c(COc4ccc(Cl)cc4)nnc3SC2CC(=O)O)cc1 (stereo unspecified) | -12 | 718 | i | 26
33 | CCc1ccc2c(CN3CCOCC3)cc(=O)oc2c1 | -1 | 787 | i | 26
34 | COc1ccc(NC(=O)Cc2nnc(SCC(=O)NC3CCCCC3)n2C)cc1 | -7 | 747 | i | 50
35 | O=C(CN1C(=O)COc2ccccc21)Nc1ccccc1F | 13 | 796 | i | 62
36 | CSc1nc2c(c(=O)[nH]c(=O)n2C)n1Cc1ccc(Cl)cc1 | 11 | 832 | i | 46
37 | CCCCOc1ccc(C(=O)Nc2ccc(S(=O)(=O)Nc3onc(C)c3C)cc2)cc1 | 14 | 676 | i | 29
38 | COc1ccc(/C=N/NC(=O)c2cc(-c3ccccc3)nc3ccccc23)c(C(=O)O)c1OC | 18 | 807 | i | 32
39 | COCC(C)n1c(SCC(=O)Nc2oc(C)c3c(C)n[nH]c(=O)c23)nc2ccccc2c1=O (stereo unspecified) | 30 | 779 | i | 68
40 | CC(C)Oc1cccc(C(=O)N/N=C/c2coc3ccccc3c2=O)c1 | 9 | 662 | i | 20
41 | CCCc1ccc2oc(C(=O)N3CCN(CCC(N)=O)CC3)c(C)c2c1 | -19 | 787 | i | 52
42 | O=C(c1ccc(NC2=NC3CS(=O)(=O)CC3S2)cc1)N1CCN(c2ccccc2)CC1 (stereo unspecified) | -1 | 743 | i | 32
43 | COc1cc(OC)c(NC(=O)C2CCN(S(=O)(=O)c3ccc4c(c3)CC(C)N4C(C)=O)CC2)cc1Cl (stereo unspecified) | -7 | 745 | i | 16
44 | O=C(CC1C(=O)NCCN1Cc1cccc(C(F)(F)F)c1)NCCCOc1cccnc1 (stereo unspecified) | -16 | 661 | i | 29
45 | Cc1ccc(S(=O)(=O)N2CCN(C)CC2)c2nsnc12 | -32 | 784 | i | 25
46 | CCc1ccccc1NS(=O)(=O)c1ccc(OC)c2ncccc12 | -12 | 813 | i | 5
47 | O=C(Cc1ccc(Cl)cc1)Nc1ccc(S(=O)(=O)N2CCOCC2)cc1 | -2 | 811 | i | 30
48 | O=[N+]([O-])c1ccc(CNc2ccc(Cl)cc2)s1 | -21 | 816 | i | 38
49 | CC(Oc1ccc2c(c1)oc(=O)c1ccccc12)C(=O)NCCN1CCOCC1 (stereo unspecified) | -2 | 715 | i | 57
50 | Cc1cccc(C(=O)Nc2ccccc2C(=O)Nc2ccc(C(=O)O)cc2)c1 | 0 | 788 | i | 64

Arranged by number of heavy atoms (rising): part of the list above
# | molecule | Hep lipid drop | Hep lipid drop cells 6.5 µM | T cell HTS | T cell HTS vesicle-bound %
33 | CCc1ccc2c(CN3CCOCC3)cc(=O)oc2c1 | -1 | 787 | i | 26
36 | CSc1nc2c(c(=O)[nH]c(=O)n2C)n1Cc1ccc(Cl)cc1 | 11 | 832 | i | 46
40 | CC(C)Oc1cccc(C(=O)N/N=C/c2coc3ccccc3c2=O)c1 | 9 | 662 | i | 20
38 | COc1ccc(/C=N/NC(=O)c2cc(-c3ccccc3)nc3ccccc23)c(C(=O)O)c1OC | 18 | 807 | i | 32

Back to the main list with the 2 entries that preceded the break.
# | molecule | Hep lipid drop | Hep lipid drop cells 6.5 µM | T cell HTS | T cell HTS vesicle-bound %
49 | CC(Oc1ccc2c(c1)oc(=O)c1ccccc12)C(=O)NCCN1CCOCC1 (stereo unspecified) | -2 | 715 | i | 57
50 | Cc1cccc(C(=O)Nc2ccccc2C(=O)Nc2ccc(C(=O)O)cc2)c1 | 0 | 788 | i | 64
51 | Cc1ccc2cccc(OCc3cccc([N+](=O)[O-])c3)c2n1 | -1 | 881 | i | 8
52 | COc1ccc(Cc2nnc(NC(=O)c3ccc(F)cc3)s2)cc1OC | 4 | 799 | i | 55
53 | CSc1nnc(CCNS(=O)(=O)c2ccccc2Br)n1C | -33 | 742 | i | 28
54 | CCn1c(=O)c(C(=O)NNS(=O)(=O)c2ccc(NC(=O)OC)cc2)c(O)c2ccccc21 | -6 | 738 | i | 14
55 | COc1ccc(-c2nnc(SCc3ccc(C(=O)O)cc3)o2)cc1OC | 35 | 763 | i | 62
56 | COc1ccc(C(=O)N2CCCC(N3CCN(c4ccccc4OC)CC3)C2)c(OC)n1 (stereo unspecified) | 0 | 725 | i | 13
57 | Cc1ccc(OCCn2ccnc2)c([N+](=O)[O-])c1 | -2 | 832 | i | 53
58 | O=C(CN1C(=O)CCS(=O)(=O)c2ccccc21)NCCc1ccccc1 | 20 | 775 | i | 28
59 | CC(OC(=O)CCCN=C1NS(=O)(=O)c2ccccc21)C(=O)NC1CCCCC1C (stereo unspecified) | 0 | 862 | i | 62
60 | Cc1ccc(C)c(OCCC(=O)NCCc2ccc(S(N)(=O)=O)cc2)c1 | -6 | 680 | i | 60
61 | O=C(CCc1ccccc1F)N1CCN(c2ccc(C(F)(F)F)cn2)CC1 | -6 | 838 | i | 29
62 | O=C(Nc1ccc(Cl)cc1N1CCOCC1)C1CC1 | 6 | 682 | i | 63
63 | CN(Cc1ccccc1)C(=O)c1[nH]cnc1C(=O)NCC(=O)OCc1ccccc1 | -6 | 791 | i | 16
64 | CCOC(=O)C1=C(C)NC(=S)NC1c1ccc(OCC(=O)N2CCCCCC2)c(OC)c1 (stereo unspecified) | -3 | 771 | i | 32
65 | CCc1nn(CC(=O)N2CCN(c3ccc(F)cc3)CC2)c(=O)c2cc3occc3n12 | -17 | 699 | i | 39
66 | Cc1ccc2nc3c(cc(C(=O)NCC4CCCO4)c(=N)n3C3CCCC3)c(=O)n2c1 (stereo unspecified) | -2 | 828 | i | 34
67 | Cc1ccc(-n2nnnc2SCC(=O)NC2CC2)cc1C | -4 | 820 | i | 66
68 | CCN(CCCNC(=O)Cn1ncc2c([nH]c3ccccc32)c1=O)Cc1ccccc1 | -19 | 659 | i | 30
69 | COc1cc(C(=O)OCC(=O)N(C)c2ccccc2)cc(OC)c1OC | -12 | 832 | i | 34
70 | Cc1ccc(F)c(NC(=O)CCOc2ccccc2C)c1 | 1 | 837 | i | 16
71 | COc1cc2ncnc(N[C@H](C)c3ccccc3)c2cc1OC | 2 | 765 | i | 63
72 | Cn1c(=O)c2c(nc(CN3CCN(C(=O)c4ccco4)CC3)n2CC(N)=O)n(C)c1=O | -2 | 796 | i | 41
73 | O=C(CC(C(=O)O)c1c(F)cccc1Cl)c1ccc(Cl)cc1 (stereo unspecified) | -2 | 860 | i | 22
74 | Cc1ccc2c(c1)c1c(n2CC(O)CN2CCOCC2)CCCC1 (stereo unspecified) | -3 | 795 | i | 57
75 | CCOc1ccccc1N1CCN(C(=O)NCc2ccc(F)cc2)CC1 | 0 | 798 | i | 16
76 | Cc1c2cnn(CC(=O)NC3CCCC3)c(=O)c2c(C)n1Cc1ccccc1 | -3 | 776 | i | 30
77 | CCOC(=O)N1CCN(S(=O)(=O)c2ccc(C(=O)N(CCN(C)C)c3nc4ccc(Cl)cc4s3)cc2)CC1 | 16 | 741 | i | 30
78 | CC(C)C(=O)Nc1nnc(SCC(=O)N2C(C)CCCC2C)s1 (stereo unspecified) | -14 | 785 | i | 22
79 | CC(C)(C)NC(=O)c1cccc2c1-c1ccccc1C2=O | -1 | 816 | i | 7
80 | COC(=O)COc1ccc2c(c1)O/C(=C\c1ccco1)C2=O | 8 | 841 | i | 13
81 | O=C(N/N=C/c1ccoc1)c1cc(O)cc(O)c1 | -2 | 670 | i | 67
82 | Oc1ccc(-c2ccccc2)cc1CN1CCCCCC1 | -1 | 806 | i | 30
83 | CCCNC(=O)c1c(O)c2cccc3c2n(c1=O)CCC3 | 35 | 696 | i | 22
84 | N#Cc1cc(C#N)c(SCC(=O)NCC2CCCO2)nc1N (stereo unspecified) | -7 | 815 | i | 50
85 | Cc1cccc(-c2noc(CCCC(=O)NCC3CCCO3)n2)c1 (stereo unspecified) | -8 | 738 | i | 19
86 | COc1cccc(N2CCN(C(=O)c3ccc(CS(=O)Cc4ccc(Cl)cc4)o3)CC2)c1 (stereo unspecified) | -28 | 721 | i | 11
87 | O=C(c1ccc(F)cc1)C1CCN(Cc2ccc(F)cc2)CC1 | -2 | 820 | i | 49
88 | O=C(NCC1CCCO1)c1nn2c(C(F)(F)F)cc(-c3cc(Br)cs3)nc2c1Br (stereo unspecified) | -1 | 826 | i | 16
89 | CSCc1ccc(C(=O)N2CCCC(Nc3ccc4c(c3)OCCO4)C2)o1 (stereo unspecified) | -4 | 778 | i | 19
90 | COc1ccc(CCNS(=O)(=O)c2cc3c(cc2C)NC(=O)CO3)cc1OC | -11 | 642 | i | 33
91 | Fc1ccccc1NC(=S)NCc1ccc(Cl)cc1 | 4 | 796 | i | 48
92 | C=CCn1c(=S)[nH]c2sc3c(c2c1=O)CCCC3 | 9 | 782 | i | 46

4 of the entries above in order of their number in T cell HTS vesicle-bound %, highest first:
entry	structure	T cell HTS vesicle-bound %
81	O=C(N/N=C/c1ccoc1)c1cc(O)cc(O)c1	67
84	N#Cc1cc(C#N)c(SCC(=O)NCC2CCCO2)nc1N (stereo unspecified)	50
92	C=CCn1c(=S)[nH]c2sc3c(c2c1=O)CCCC3	46
76	Cc1c2cnn(CC(=O)NC3CCCC3)c(=O)c2c(C)n1Cc1ccccc1	30

Not all compounds are listed. The share of hits here may be higher or lower than overall.
